# Source: PubChem BioAssay (National Center for Advancing Translational Sciences (NCATS))
# ELG1 repair inh = inhibitors of ELG1-dependent DNA repair in HEK293T cells. HEK293T ELG1-luciferase reporter, luminescence, 16 h; DNA damage induced by 5-fluorouridine. Potency, µM (top dose mostly 46.1 µM), for inactives: at the highest dose activity change, negative = inhibition, most hits filed as inhibitors. 330,000 compounds, 2.3% hits; further: potency means the concentration at half of the fitted maximal effect; on the % scale 0 is the no-effect control and ±100 the full control effect; nearly all actives have a fitted effect of over 55% in size
#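 Quantitative HTS, concentration-response format. 2,000 cells/well co-treated with 5-fluorouridine and compound, 16 hr in 5% CO2 at 37 °C; ONE-Glo luminescence read after 30 min.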
# Eya2 inh = inhibitors of human Eya2 phosphatase activity | recombinant Eya2, OMFP fluorescence dephosphorylation (OMFP is methylfluorescein phosphate) | Potency, µM (series often up to 76.9 µM), inactives show at the top dose activity, negative = inhibition, hits mostly inhibitors | O00167 | 330,000 compounds, 0.006% hits | AID 488837; further: potency means the concentration at half of the fitted maximal effect; on the % scale 0 is the no-effect control and ±100 the full control effect
#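 Eya2 (0.2 uM) preincubated 10 min at ambient with compound, then OMFP substrate added at 50 uM; 10 min reaction in 50 mM HEPES pH 7.5, 50 mM NaCl, 5 uM MgCl2, 0.05% BSA, 1 mM DTT. Fluorescence read at Ex 485/Em 525 nm.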
# PTAP TSG101 blk = blocks PTAP/TSG101 interaction to inhibit HIV-1 budding. Fluorescence polarization, FITC-PTAP peptide / Tsg101 binding. Q99816. 340,000 tested, under 10 active. Potency, µM (series often up to 115 µM), inactives show top-dose activity change, negative = inhibition, usual class: inhibitors; active means well fitted inhibition curve with a large enough effect in the main read-out, with a control signal flat, not every such curve was filed as active; inconclusive means small, poorly fitted or top-dose-only effect, or effect the other way, or a change in a side signal; inactive means no such curve, though single readings can be large or run the other way; further: potency means the concentration at half of the fitted maximal effect; % of control where 0% means no effect
#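 Fluorescence polarization binding of Tsg101 binding domain (10 uM final) to FITC-labeled PTAP peptide (50 nM final) in HEPES pH 7.5 buffer with NaCl, Tween 20, EDTA, TCEP. Compounds added before peptide; binding 20 min at RT.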
# TCR act = activates T cell receptor signaling; primary human leukocytes, anti-CD3, IL-2 HTRF, 48 h; Potency, µM (doses to about 9.22 µM), for inactives: top-dose activation of IL-2 secretion, hits mostly activators; 330,000 tested, under 10 active; AID 504894; further: % of control where 0% means no effect
#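 IL-2 release read by HTRF sandwich (Eu cryptate donor, d2 acceptor, 665 nm emission) after 48 hr exposure of primary human leukocytes to compound together with anti-CD3 beads in the absence of co-stimulatory signals.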
# Integrin act MD = activates integrin-mediated alleviation for muscular dystrophy; 350,000 compounds, 0.064% hits; alpha7betagal myoblasts, beta-gal FDG fluorescence, 48 h; AID 624291; Potency, µM (series often up to 38.3 µM), without a hit: at the highest dose activation, usual class: activators;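 further: potency means the concentration at half of the fitted maximal effect; 100% = response of the positive control SU9516; nearly all actives have a fitted effect of over 60% in size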
#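 alpha7betagal+/- myoblasts (passage 13, 250/well) treated 48 h at 37C with compounds at 1:260 dilution of DMSO stock. Lysed, then beta-galactosidase activity read as FDG fluorescence (ex 480/em 540) after 30 min, with pre-read for autofluorescence.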
# S-ASM inh = blocks human secretory acid sphingomyelinase; P17405; placental ASM, HMU-PC fluorogenic substrate, 60 min; Potency, µM (series often up to 57.5 µM), without a hit: top-dose activity change, negative = inhibition, most hits filed as inhibitors; 340,000 compounds, 0.006% hits; further: potency means the concentration at half of the fitted maximal effect
#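 Steps: dispense placental human ASM, pin compound, wait 10 min at room temperature, add HMU-PC0 substrate at 9 uM final, incubate 60 min at 37 °C, add stop solution raising pH to 10, read fluorescence.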
# Mito fusion yeast = inhibitors of mitochondrial division or activators of mitochondrial fusion; S. cerevisiae fusion-defective mutant growth rescue, CellTiterGlo 48 h; Potency, µM (doses to about 46.1 µM), for inactives: at the top dose growth rescue (activation), actives largely listed as activators; 320,000 compounds, 0.23% hits;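 further: potency means the concentration at half of the fitted maximal effect; % of control where 0% means no effect; nearly all actives have a fitted effect of over 45% in size; temperature-sensitive fusion mutants such as fzo1-1 at 37 °C on non-fermentable ethanol glycerol medium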
#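 Luminescent cell viability in 1536-well qHTS format served as the measure of rescued growth in ts fusion-mutant S. cerevisiae cultured on non-fermentable YPEG for 48 hours at 37C.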
# AT treatment = potential ataxia-telangiectasia treatments restoring KAP-1 phosphorylation. […] A-T fibroblasts, KAP-1 phosphorylation AlphaLISA; neocarzinostatin DNA damage 30 min before lysis. Potency, µM (titrated, usually from 57.5 µM), for inactives: at the top dose activation, usual class: activators. 320,000 compounds, 0.19% hits; further: potency means the concentration at half of the fitted maximal effect; % of control where 0% means no effect; nearly all actives have a fitted effect of over 45% in size
#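 hTERT-immortalized A-T patient fibroblasts ([…]), 500 cells/well in OPTI-MEM, 1% FBS, got compounds for 60 min, then NCS for 30 min at 37C. Lysates were then assayed for phospho-KAP-1 by AlphaLISA (anti-pKAP1 donor, anti-KAP1 acceptor beads), 6 hr at 25C.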
# Chronic BCR inh = inhibitors of chronic active B-cell receptor signaling. Potency, µM (highest dose often 46.1 µM), for inactives: top-dose ratio change, negative = lower green/red ratio, most hits filed as inhibitors. ABC-DLBCL IkBa-CBG/CBR reporter, luminescence ratio, 4 h. 340,000 compounds, 0.05% hits. AID 493014; active means well fitted inhibition curve with a large enough effect in the signal ratio, with a control signal flat, not every such curve was filed as active; inconclusive means small, poorly fitted or top-dose-only effect, or effect the other way, or a change in a side signal; the % refers to the signal ratio;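 further: potency means the concentration at half of the fitted maximal effect; plate controls were basal doxycycline-induced cells for no effect and cells given 10 µM MG132 for full effect; MG132 reads +100%, hits lower the ratio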
#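 Cell line TMD8 (human ABC DLBCL), stably expressing tet-inducible CBG68-IkBa fusion and CBR; IMDM/0.5% FBS; cpd up to 46 uM; dox induction, 4 h, 37C/5% CO2; dual luminescence; green/red ratio; MG132 control.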
# Tb PFK block = blocks T. brucei phosphofructokinase. O15648. T. brucei PFK, ADP-Glo luminescence. Potency, µM (highest dose often 57.5 µM), without a hit: at the highest dose activity, negative = inhibition, usual class: inhibitors. 330,000 compounds, 0.17% hits;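 further: potency means the concentration at half of the fitted maximal effect; 0% = uninhibited 1x PFK enzyme wells and -100% = no-enzyme wells; nearly all actives have a fitted effect of over 60% in size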
#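 PFK 1.25 nM, F6P 0.5 mM, ATP 0.1 mM, 0.1 M TEA pH 8.0, 5 mM MgCl2, 0.01% Tween20, 0.1% BSA; 45 min RT. ADP-Glo readout. qHTS titration up to 57 uM; curves fitted, compounds curve-classed.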
# TSHR antagonist = antagonists of human thyroid stimulating hormone receptor; P16473; TSHR-expressing cells, TSH-stimulated cAMP HTRF, 2 h; active compounds read low; activity change, negative = inhibition, % at 11.5 µM; 330,000 compounds, 0.2% hits; AID 504810;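 active means activity change below a set negative limit, meaning inhibition stronger than a set level, cut at about -70% in these data; inconclusive means activity change between two set negative limits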; further: on the % scale 0 is the no-effect control and ±100 the full control effect
# Target sequence (P16473 whole entry, looked up): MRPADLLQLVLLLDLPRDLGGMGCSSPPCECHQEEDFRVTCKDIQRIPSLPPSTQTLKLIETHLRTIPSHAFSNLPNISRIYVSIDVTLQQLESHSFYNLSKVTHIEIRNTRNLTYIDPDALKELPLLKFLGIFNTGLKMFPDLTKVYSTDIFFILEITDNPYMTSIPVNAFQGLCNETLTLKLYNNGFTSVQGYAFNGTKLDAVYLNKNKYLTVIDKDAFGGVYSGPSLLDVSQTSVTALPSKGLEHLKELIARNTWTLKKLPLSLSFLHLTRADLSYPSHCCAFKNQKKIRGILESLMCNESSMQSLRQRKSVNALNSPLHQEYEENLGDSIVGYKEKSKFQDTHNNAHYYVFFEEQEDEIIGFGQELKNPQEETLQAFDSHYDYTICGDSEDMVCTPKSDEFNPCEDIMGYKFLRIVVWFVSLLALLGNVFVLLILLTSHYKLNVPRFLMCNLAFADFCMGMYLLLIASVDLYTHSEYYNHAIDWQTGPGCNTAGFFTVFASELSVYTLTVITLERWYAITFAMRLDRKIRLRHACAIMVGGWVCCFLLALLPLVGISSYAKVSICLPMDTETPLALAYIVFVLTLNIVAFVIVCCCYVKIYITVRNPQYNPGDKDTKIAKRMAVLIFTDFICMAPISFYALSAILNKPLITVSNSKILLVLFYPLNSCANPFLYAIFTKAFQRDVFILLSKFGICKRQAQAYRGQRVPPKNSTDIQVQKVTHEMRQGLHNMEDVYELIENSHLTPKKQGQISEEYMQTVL
#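 Inhibition of cAMP made by TSHR-expressing cells under TSH stimulation (4nM final, EC80; 2 h, 37 deg C) is quantified with a one-step lysis HTRF kit, anti-cAMP cryptate versus cAMP-d2.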
# Active calls of the source: *; ? = inconclusive; / = not tested or not shown; & = joins results of further samples; [ ] = another dose, or the depositor's remark. Unless noted, the call rests on the fitted dose curve; in most records, active means well fitted curve in the direction sought with a large enough effect; inconclusive means small, poorly fitted or top-dose-only effect, or another doubt; inactive means no such curve, though single readings can be large; an effect the other way counts as inactive or inconclusive. The order is random; about 3.2% have a hit in one of these screens.
SMILES,ELG1 repair inh,Eya2 inh,PTAP TSG101 blk,TCR act,Integrin act MD,S-ASM inh,Mito fusion yeast,AT treatment,Chronic BCR inh,Tb PFK block,TSHR antagonist
Cc1nn(-c2nc3ccccc3s2)c(N)c1-c1ccc(Cl)cc1,?,-2.4%,-2.3%,2.1%,21.6%,-8.8%,-1.6%,0.7%,?,1.5%,-2.8
CSC(=NC#N)N1CCN(c2cccc(Cl)c2)CC1,22.4%,-16.1%,-2.9%,0.6%,0.0%,-2.8%,5.0%,27.3%,-21.6%,16.9µM*,28.8
COC(=O)C1=C(C)N(Cc2ccccc2)C(=NCCCCO)N[C@H]1c1ccccc1,7.8%,6.0%&15.5%,/,-7.8%,-0.7%,11.9%,-1.8%&1.8%,7.2%&12.0%,-10.3%&-21.4%,0.3%&-0.5%,8.4&-2.2
Cc1nc2ccccn2c1C(=O)NN=C1CCCC1,-3.2%,-19.4%,-2.9%,-1.6%,-34.8%,1.7%,7.5%,2.0%,?,0.2%,-7.5
Cc1cc(N2C(=O)C(O)=C(C(=O)c3ccco3)C2c2cccnc2)no1 (centres undefined),-3.1%,4.0%,/,/,/,/,-2.1%,-2.8%,2.6%,1.9%,17.4
O=C(O)c1ccc(NC(=O)c2cccc(S(=O)(=O)Nc3ccc(C(=O)O)cc3)c2)cc1,3.5%,8.1%,0.1%,-2.5%,7.4%,-0.1%,1.4%,5.4%,0.0%,2.8%,-16.4
COc1cccc(-c2cn(-c3cccc(C(F)(F)F)c3)c(=S)[nH]2)c1,9.9%,6.1%,-0.9%,2.9%,24.1%,-6.3%,-42.7%[inhibitor],7.4%,7.7%,-13.2%,-2.9
O=C(Nc1cccc(-c2nnc(-c3ccccc3)o2)c1)c1ccco1,-20.9%,-11.7%,-1.2%,-7.0%,-9.0%,-2.8%,-0.3%,15.1%,?,2.0%,-10.1
Cc1ccc(S(=O)(=O)N2CC(C)N(S(C)(=O)=O)C2)cc1 (centres undefined),10.0%,13.8%,1.2%,-3.6%,-15.7%,1.3%,-2.9%,-3.1%,-7.0%,-0.2%,-4.5
CCn1cc(CCCC(=O)NCc2cccnc2)c2ccccc21,0.2%,?,-0.3%,-53.1%,5.4%,0.2%,1.0%,2.5%,-8.1%,-1.2%,-6.3
O=C(CCC1CCCC1)N1CCN(C(=O)c2ccco2)CC1,8.2%,0.2%[15.4 µM],-2.9%,-3.1%,-2.2%,2.0%,-0.9%,4.3%,2.6%,4.0%,-3.4
CCCN1CCC(=O)N([C@H](CN=[N+]=[N-])CC(C)C)CC1,?,-9.7%,-2.8%,-0.6%,-14.4%,11.4%,-2.0%,-9.9%,7.9%,3.4%,-1.3
Cc1cc(C)c(C#N)c(SCC(=O)Nc2cccc(S(=O)(=O)N3CCCC3)c2)n1,0.2%,7.8%,2.5%,14.1%,7.1%,98.7%[activator],1.7%,6.6%,2.0%,7.0%,12.9
COc1ccc(Nc2oc(-c3ccco3)nc2S(=O)(=O)c2ccc(F)cc2)cc1,?,0.5%,-0.2%,-6.9%[46.1 µM],0.0%,2.8%,7.6%,-14.0%,?,?,88.4
COc1ccc(-c2noc(C3CCCN(C(=O)c4ccccc4C)C3)n2)cc1 (centres undefined),-21.7%,-8.0%,-1.7%,-1.7%,-43.0%,-3.8%,14.0%,1.1%,-7.3%,-1.3%,-24.6
COCCC1CCCCN1C(=O)c1ccc(OC2CCN(C(C)=O)CC2)c(OC)c1 (centres undefined),0.0%,-9.5%,0.2%,2.8%,0.5%,-1.3%,-0.3%,14.2%,-6.8%,-11.5%,2.9
O=C(O)CCn1c(=O)[nH]c2ccccc2c1=O,19.8%,4.5%,-3.9%,-9.8%,21.1%,3.1%,0.7%,/,2.7%,-1.2%,5.2
COc1ccccc1C1=CC(=O)C[C@H](c2ccc(Cl)cc2)C1,?,1.6%,-5.7%,9.9%,8.6%,-2.1%,?,25.3%,4.5%,2.4%,-3.7
COc1ccc(OCCC(=O)OCc2c(C)noc2C)cc1,-0.3%,3.8%,-12.4%,1.3%,5.2%,1.8%,1.4%,1.1%,?,1.3%,2.1
CCCCC1=CC2=CC(=O)C(C)(OC(=O)c3cnc4ccccc4n3)C(=O)C2=CO1 (centres undefined),7.4%,4.6%,/,/,/,/,3.4%,41.9%,0.3%,3.3%,-3.9
Cc1cc(=O)oc2c3c(cc(OCC(=O)NCc4ccco4)c12)OC(C)(C)CC3,-22.1%,0.5%,-4.7%,1.7%,25.5%,11.8%,3.0%,1.6%,11.2%,1.0%,-6.4
CC(=O)c1ccc(NC(=O)COC(=O)CCC2CCCC2)cc1,9.5%,-4.2%,-3.6%,8.0%,11.9%,-4.0%,/,30.7%,-0.8%,0.0%,0.7
Cc1ccc(C)c(S(=O)(=O)N/N=C/c2ccc(N(C)C)cc2)c1,2.1%,-4.9%,-2.7%,3.2%,-24.4%,-4.3%,5.5%,-3.9%,-10.2%,4.0%,20.4
CC1CCCCN1C(=O)C1CCCCN1S(=O)(=O)c1cccc([N+](=O)[O-])c1 (centres undefined),-22.8%,-5.7%,-0.5%,5.4%,1.1%,-1.5%,0.7%,-2.7%,0.9%,0.0%,6.2
CS(=O)(=O)N(CC(=O)N/N=C/c1cc([N+](=O)[O-])ccc1Cl)c1ccccc1,1.7%,21.9%,-2.3%,-5.5%,-29.7%,-1.3%,0.4%,-1.8%,3.8%,-1.8%,-17.3
CNC(=S)N(C)c1ccccc1,?,1.4%,-2.1%,-2.3%[46.1 µM],1.9%,3.7%,-0.7%,-1.2%,2.7%,3.4%,26.7
N#CCC(=O)Nc1ccc(C(=O)OCC(=O)NNC(=O)c2cccs2)cc1,-0.6%,-8.8%,-7.0%,-0.3%,0.4%,-0.4%,-0.7%,-1.4%,?,-0.6%,0.3
Cc1ccc(-n2ncc3c2CC(C)(C)CC3NC(=O)c2ccccn2)cc1 (centres undefined),?,-1.5%,-2.4%,0.5%,-2.7%,-3.0%,15.4%,2.4%,-4.4%,0.0%,1.1
CCn1nnc(-c2ccccc2NC(=O)c2cccc(-n3cnnn3)c2)n1,-3.8%,-8.4%,-6.6%,2.0%,1.2%,-3.3%,0.3%,18.7%,-0.5%,2.8%,7.6
CCC1CCc2c(sc(NC(=O)C3c4ccccc4Oc4ccccc43)c2C(N)=O)C1 (centres undefined),6.6%,4.0%,0.3%,-4.1%[46.1 µM],24.1%,-17.9%,17.2%,-2.7%,17.8%,-0.4%,-4.6
O=C(OCc1ccc(Cl)c(Cl)c1)c1cccnc1Cl,12.5%,-19.2%,-0.7%,-3.6%,21.8%,-3.4%,6.8%,6.0%,6.5%,?,-18.4
CC(C)C[C@H]1CN=C(Nc2ccccc2)N1CCC1CCCC1,-3.6%,5.8%,-2.7%,0.4%,-48.6%[inhibitor],-0.2%,0.0%,2.6%,?,-2.6%,1.0
CCn1cc([N+](=O)[O-])c(C(=O)N2CCCc3ccccc32)n1,2.4%,-0.9%,-6.0%,-6.4%,?,-3.4%,2.3%,-1.2%,-0.4%,2.4%,-5.0
CCN(c1ccccc1)S(=O)(=O)c1cc(C(=O)Nc2ccc(F)c(F)c2)ccc1F,20.6µM*,-2.1%,-1.0%,6.2%[46.1 µM],-35.4%,-3.1%,?,-0.8%,?,0.0%,-16.6
CCC(CC)C(=O)Nc1cccc(C(=O)N2CCCCCC2)c1,1.6%,10.0%,-13.1%,2.5%,-8.3%,2.2%,0.4%,1.1%,-2.8%,0.7%,6.7
Cc1cc(C(=O)CSc2nnnn2-c2ccccc2)c(C)n1CC1CCCO1 (centres undefined),?,5.2%,-1.3%,-1.7%,-1.2%,6.1%,1.3%,1.1%,0.8%,2.3%,-6.0
